# Bioassay records from PubChem BioAssay.
# HIV peptide binding: inhibitors of HIV fusion peptide binding, primary screen, biochemical, uHTS, fluorescence dequenching (AID 1986); cell-free peptide binding, fluorescence dequenching, 30 min; higher % means a stronger effect; inhibition, % at 20 µM; hits with a dose series show IC50 in µM; actives 0.3% (n = 290,000); in the data active = inhibition mostly above about 52%, no sharp cut-off; inactive = mostly below about 76%; also: some results filed as inactive read as strong as hits
# GPR55 activation: selective activators of receptor GPR55 – imaging, U2OS cells, beta-arrestin-GFP redistribution, primary screen (AID 1961) | actives 0.048% (n = 290,000) | U2OS GPR55 beta-arrestin-GFP redistribution imaging; higher % means a stronger effect | one-dose activation, % at 10 µM; EC50 in µM for titrated hits;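 active = activation above 40% with more than 50 cells counted in the well; inconclusive = wells holding fewer than 50 cells, flagged as toxic or sparse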;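 also: U2OS osteosarcoma cells stably expressing GPR55 and beta-arrestin-GFP; plate controls were DMSO negative control for no effect and LPI positive control for full effect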
# GPR55 LPI antagonism: GPR55 antagonists blocking LPI-driven arrestin recruitment, primary screen, imaging, U2OS, beta-arrestin-GFP, LPI agonist (AID 2013). U2OS GPR55 beta-arrestin-GFP translocation imaging, LPI antagonism; higher % means a stronger effect. inhibition, % at 10 µM, or IC50 in µM where a hit was titrated. actives 0.13% (n = 290,000);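 active = spots per cell inhibited over 60%, with over 100 cells counted and total cytoplasm intensity under 500,000; inconclusive = wells with under 100 cells, flagged as likely toxic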;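 also: U2OS cells stably carrying GPR55 and arrestin-GFP stimulated by 5 µM LPI near EC80; imaged beta-arrestin-GFP aggregate spots per cell after agonist stimulation; plate controls were LPI-stimulated DMSO wells for no effect and DMSO wells without LPI for full effect; some results filed as inactive read as strong as hits; confirmed hits need IC50 under 10 µM and bright autofluorescent wells are also inconclusive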
# Dengue-2 NS5 capping: flavivirus cap methylation enzyme inhibition – biochemical, confirmation dose response, primary screen (AID 588689) | Dengue-2 NS5 methyltransferase capping enzyme assay, biochemical; higher % means a stronger effect | actives 0.3% (n = 340,000) | inhibition, % at 25 µM; hits with a dose series show IC50 in µM; in the data active = a potency from the dose series; inconclusive = inhibition above about 29% without an active follow-up result
# KOR beta-arrestin-1: kappa opioid receptor activators – cell-based, luminescence, uHTS, primary screen (AID 1777) | one-dose activation, % at 10 µM; EC50 in µM for titrated hits | actives 0.02% (n = 280,000) | KOR beta-arrestin recruitment, luminescence; higher % means a stronger effect; in the data active = activation above about 50%, passing the limit was not always enough; also: a part of the inactive calls stands beside numbers as strong as those of hits
# GPR35 arrestin U2OS: inhibition of zaprinast-stimulated GPR35 beta-arrestin translocation – imaging, U2OS, beta-arrestin-GFP, zaprinast agonist, primary screen (AID 2058) | inhibition, % at 10 µM, or IC50 in µM where a hit was titrated | U2OS GPR35 beta-arrestin-GFP translocation imaging, zaprinast antagonism; higher % means a stronger effect | actives 0.052% (n = 290,000);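 active = inhibition of at least 50% with at least 30 cells and total cytoplasm GFP at most 10,000,000; inconclusive = under 30 cells or total GFP of 10,000,000 plus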
# West Nile antiviral: inhibition of WNV-induced cytopathic effect – cell-based, CPE readout (AID 1621); one-dose CPE inhibition, % at 10 µM; IC50 in µM for titrated hits; actives 0.02% (n = 290,000); West Nile virus-infected cells, CPE inhibition; higher % means a stronger effect; in the data active = a potency from the dose series; inconclusive = CPE inhibition mostly from about 3.7% at the one dose, without a potency; inactive = the rest, 99 in 100 with CPE inhibition below about 2.2%; also: strong numbers were not always called active
# NOD1 inhibition: inhibition of NOD1-driven NF-kB reporter – cell-based, luminescence, uHTS, primary screen (AID 1578); NOD1-driven NF-kB luciferase reporter cells, luminescence; higher % means a stronger effect; inhibition, % at 4 µM, or EC50 in µM where a hit was titrated; actives 1% (n = 290,000); in the data active = inhibition mostly above about 36%, no sharp cut-off; inactive = mostly below about 34%;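 also: HEK-293T reporter cells stimulated with the NOD1 agonist gamma-tri-DAP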
# KOR beta-arrestin-2: kappa opioid receptor blockers – cell-based, luminescence, uHTS (AID 1778); KOR beta-arrestin recruitment, luminescence, antagonist mode; higher % means a stronger effect; inhibition, % at 10 µM, or IC50 in µM where a hit was titrated; actives 0.091% (n = 290,000); in the data active = inhibition above about 50%; also: strong numbers were not always called active
# Dengue-2 NS5 capping pilot replicate: further read-out of Dengue-2 NS5 capping, marked with its call; inhibition, %; measured here: pilot screen replicate inhibition
# * = called active by the depositor; ? = inconclusive; . = no result given; [ ] = another dose, or the depositor's remark. The list is partial (hit frequency here may not be typical).
SMILES,HIV peptide binding,GPR55 activation,GPR55 LPI antagonism,Dengue-2 NS5 capping,KOR beta-arrestin-1,GPR35 arrestin U2OS,West Nile antiviral,NOD1 inhibition,KOR beta-arrestin-2,others
CCNc1nc(SCCOc2ccccc2)nc(N(C)C)n1,0.3%,-0.1%,2%,-2%,3.8%,-4%,-0.3%,-16%,2%,
O=C(O)C1=C(C(=O)N2CCN(C(=O)c3ccco3)CC2)CCCC1,1.3%,-0.3%,1%,1%,-4.1%,16%,.,7%,-33%,
COc1ccc(NC(=O)C2C(=O)N(C)C3(C)CC2c2ccccc2O3)cc1 (centres undefined),-0.9%,0.0%,38%,-3%,2.2%,-10%,-0.2%,3%,10%,
COc1ccc(Cl)cc1N/C(N)=N/c1nc(C)cc(C)n1,1.9%,-0.1%,2%,1%,.,13%,-1.5%,-14%,-18%[20 µM],
O=[N+]([O-])c1cc(C(F)(F)F)c(Cl)cc1N1CCN(CCO)CC1,2.1%,0.5%,6%,-3%,-2.7%,-1%,-0.7%,-24%,-14%,
Fc1cccc(F)c1-n1c(CN2CCCC2)csc1=S,-1.5%,-0.2%,-3%,-5%,1.2%,20%,-0.8%,-15%,-39%,
O=[N+]([O-])c1cccc(/C=N/Nc2ccccn2)c1,-1.2%,-0.1%,-6%,.,-15%,16%,-0.8%,-75%,-7%,
CN(C(=O)Nc1ccccc1)C1CCS(=O)(=O)C1 (centres undefined),-1.7%,-0.1%,2%,-6%,-5.4%,16%,-0.1%,-14%,-2%,
CCOc1cc(/C=N/NC(=O)COc2ccc(Cl)cc2)ccc1OS(=O)(=O)c1ccccc1,-2.8%,0.3%,-18%,6%,-5.0%,0%,0.1%,30%,-8%,
COc1ccc(Nc2ccc(OC)cc2)cc1,-1.2%,-0.1%,3%,.,.,6%,0.3%,-3%,4%,
CCOC(=O)c1cccc(NC(=O)CCS(=O)(=O)c2ccc(Br)s2)c1,-1.1%,-0.1%,-1%,-10%,3.9%,10%,-1.1%,8%,-1%,
O=C(c1ccc(Cl)cc1)n1cnc2ccccc21,-0.4%,-0.2%,3%,-7%,2.5%,6%,-0.2%,-38%,-22%[20 µM],
O=C(NCCCn1ccnc1)C1CCCN(S(=O)(=O)c2ccc(F)cc2)C1 (centres undefined),-0.5%,-0.1%,-1%,-18%,-1.2%,21%,-0.2%,-20%,-8%,
O=C(Nc1nnc(CCc2ccccc2)s1)c1cccc(F)c1,2.4%,-0.3%,-1%,-6%,1.3%,8%,-0.2%,11%,-27%,
O=c1c2ccccc2nc(-c2ccccc2)n1CCCn1ccnc1,-0.4%,-0.1%,22%,-2%,3.4%,-11%,0.3%,-16%,-11%,
CC1CCN(Cc2nnc(-c3cccc(Br)c3)o2)CC1,1.6%,-0.2%,2%,1%,-1.9%,-2%,-1.0%,0%,0%,
CCOc1ccccc1NC(=O)C1CCCCN1S(=O)(=O)c1ccc(F)cc1 (centres undefined),-2.3%,-0.1%,10%,3%,.,6%,1.0%,30%,-4%,
CC(=O)c1cc2c(cc1NS(=O)(=O)c1ccc3c(c1)OCCO3)OCO2,-1.4%,-0.2%,-17%,3%,4.7%,11%,-0.3%,5%,-24%,
COc1cccc(/C(O)=C2/C(=O)C(=O)N(CCN3CCOCC3)C2c2cccnc2)c1 (centres undefined),-1.1%,0.2%,-5%,-2%,-9.2%,-2%,.,10%,-19%,
Cc1cc(NC(=O)CCC(=O)N(CC(=O)NCC2CCCO2)Cc2ccc(F)cc2)no1 (centres undefined),1.7%,-0.3%,1%,-2%,-3.3%,4%,0.6%,-46%,-19%,
C#CCOCCOCCOCCNc1nc(N2CCN(C(=O)[C@H](CCCCN)n3cc([C@@H](N)CO)nn3)CC2)nc(N2CCN(C(=O)[C@H](Cc3cc4ccccc4[nH]3)n3cc([C@@H](N)CO)nn3)CC2)n1,-0.3%,-0.1%,-3%,.,8.9%,14%,.,-3%,-10%,
COc1ccc(C(=O)COC(=O)Cn2cnc3c2c(=O)n(C)c(=O)n3C)c(OC)c1,0.2%,-0.1%,16%,0%,-0.1%,6%,0.4%,-33%,-4%,
COc1ccc([N+](=O)[O-])cc1N(CC(=O)O)S(C)(=O)=O,0.2%,0.6%,9%,2%,-0.3%,-1%,1.6%,-23%,-64%[20 µM],
CCCCn1c(SCC(=O)N2CCC(C(=O)OCC)CC2)nc2cc(S(N)(=O)=O)ccc21,1.0%,-0.1%,6%,-7%,-6.1%,-17%,0.5%,-1%,-19%,

# Quoted at random: 2 entries already listed, in no set order.
SMILES,HIV peptide binding,GPR55 activation,GPR55 LPI antagonism,Dengue-2 NS5 capping,KOR beta-arrestin-1,GPR35 arrestin U2OS,West Nile antiviral,NOD1 inhibition,KOR beta-arrestin-2,others
COc1cccc(/C(O)=C2/C(=O)C(=O)N(CCN3CCOCC3)C2c2cccnc2)c1 (centres undefined),-1.1%,0.2%,-5%,-2%,-9.2%,-2%,.,10%,-19%,
O=c1c2ccccc2nc(-c2ccccc2)n1CCCn1ccnc1,-0.4%,-0.1%,22%,-2%,3.4%,-11%,0.3%,-16%,-11%,

# Later entries.
SMILES,HIV peptide binding,GPR55 activation,GPR55 LPI antagonism,Dengue-2 NS5 capping,KOR beta-arrestin-1,GPR35 arrestin U2OS,West Nile antiviral,NOD1 inhibition,KOR beta-arrestin-2,others
CC(C)(C)OC(=O)NCc1n[nH]c(=S)n1C1CC1,-1.4%,-0.2%,7%,-2%,2.9%,14%,0.2%,-1%,44%,
COC(=O)c1cc(-c2cccc([N+](=O)[O-])c2)c2c(=O)[nH]c(=O)n(C)c2n1,-3.5%,0.6%,0%,-2%,0.0%,-11%,-0.6%,-1%,-11%,
Cc1ccc(-n2c(Cc3ccccc3)n[nH]c2=S)cc1,-3.2%,-0.2%,2%,-5%,-1.0%,10%,-0.3%,.,20%,Dengue-2 NS5 capping pilot replicate=1.7
COc1ccc(C2CC(c3ccccc3O)=NN2C(=O)c2ccccc2)cc1OC (centres undefined),-0.2%,0.0%,9%,-2%,1.2%,-5%,-1.0%,0%,-52%,
Cc1cccc(NC(=O)C(=O)NCCCN2CCOCC2)c1,0.2%,-0.5%,0%,-5%,-0.3%,1%,-0.6%,-45%,8%,
CC(C)CNC(=O)c1cc(=O)[nH]c2ccc(S(=O)(=O)Nc3ccc(F)cc3)cc12,0.1%,-0.4%,3%,-7%,1.1%,-3%,0.8%,-37%,1%,
Cc1cc(C(=O)Nc2c(C)n(C)n(-c3ccccc3)c2=O)c2ccccc2n1,-0.6%,-0.3%,12%,-12%,5.1%,17%,0.1%,.,-22%,
Cc1cc(N2CCCCC2)n2ncc(-c3ccc(Cl)cc3)c2n1,4.0%,-0.3%,-8%,-14%,-2.1%,0%,1.2%,-63%,-30%,
Cc1ccc(NC(=O)CCN2C(=O)c3ccccc3Sc3ncccc32)cc1,2.1%,0.0%,-18%,-7%,-9.6%,-4%,0.5%,21%,-10%,
CC1CCCCC1NC(=O)c1ccc(S(=O)(=O)NCc2ccco2)cc1 (centres undefined),0.3%,-0.3%,-1%,-1%,14%,-12%,3.0%,22%,-54%,
CCCN1CCN(CCCNC(=O)Cn2cc3c(n2)CCCC3)CC1,-1.1%,-0.3%,-2%,-5%,-2.3%,-1%,-0.2%,-17%,-6%,
O=C(Cn1cnc2sc3c(c2c1=O)CCCC3)NCC(=O)Nc1c(F)cc(F)cc1Br,-0.3%,0.0%,4%,-2%,-1.0%,0%,-0.2%,-3%,-2%,
Cc1ccc(S(=O)(=O)NC(=O)c2ccc(Br)o2)cc1,0.7%,0.6%,61%,-10%,-0.6%,-2%,0.0%,-40%,-11%,
COc1ccccc1N(CCN1C(=O)c2cccc3cccc(c23)C1=O)C(=O)c1ccncc1,-0.1%,-0.1%,8%,.,-3.7%,?,0.3%,-26%,-14%[20 µM],
O=C(c1cc(C2CC2)on1)N1CCN(c2ccccc2)CC1,1.5%,-0.1%,15%,-3%,6.3%,2%,0.1%,10%,-37%,
COC(CNC(=O)CCCn1nnnc1CN1CCOCC1)c1cccs1 (centres undefined),-1.3%,0.2%,3%,-1%,-3.5%,-16%,0.0%,-12%,-18%,
CCOc1ccccc1C1C(C#N)=C(N)Oc2cc(C)n(C)c(=O)c21 (centres undefined),-1.8%,-0.3%,0%,-3%,-3.5%,-6%,0.3%,-9%,-3%,
CN(CC(=O)NCc1ccco1)S(=O)(=O)c1ccc2c(c1)c(=O)n(C)c(=O)n2C,-0.8%,-0.3%,3%,-12%,2.1%,25%,0.1%,-3%,6%,
Cc1ccc(/C=C2/SC(=O)N(CC(=O)N3CCOCC3)C2=O)s1,2.9%,-0.2%,9%,?,-1.8%,-9%,-0.4%,-30%,-7%,
CCCOc1ccc(C(=O)CCC(=O)OCC(=O)Nc2ccc(OCC)cc2)cc1,2.0%,3.1%,-5%,.,9.3%,-2%,0.4%,6%,-2%,
Cc1cc(C(=O)NCc2ccc3c(c2)OCO3)n(-c2ccccc2)n1,0.3%,0.2%,-7%,-8%,0.8%,4%,0.2%,-14%,-15%,
O=C(CS(=O)(=O)c1cccc(C(F)(F)F)c1)Nc1ccccc1Cl,-3.1%,-0.1%,5%,-4%,1.3%,5%,-0.4%,13%,-4%,
COc1ccc(C(=O)NNC(=O)c2cnccn2)cc1[N+](=O)[O-],0.0%,-0.1%,1%,-12%,-0.6%,15%,1.0%,7%,4%,Dengue-2 NS5 capping pilot replicate=-6.2
CCc1cccc(CC)c1NC(=O)COC(=O)CCc1cc(OC)c(OC)c(OC)c1,0.3%,1.2%,12%,-8%,2.3%,-15%,0.3%,-3%,-1%,
COCC(C)NC(=O)CSc1nc2nn(-c3ccccc3)c(=O)c-2c2n1CCCCC2 (centres undefined),-1.0%,-0.2%,10%,-5%,-2.4%,5%,-0.9%,-36%,-16%,
CCn1cc(S(=O)(=O)CC(=O)N2CCc3ccccc32)c2ccccc21,-1.6%,-0.1%,1%,-2%,-1.4%,19%,0.0%,-16%,8%,
Cc1ccc(/C=C2\SC(=S)N(CCC(=O)NNC(=O)c3ccncc3)C2=O)cc1,3.6%,0.3%,-4%,.,2.0%,18%,-0.1%,1%,-22%,
Cc1ccc(-c2noc(CCC(=O)NCC3CCCO3)n2)cc1 (centres undefined),15%,0.7%,18%,-3%,2.5%,16%,-0.5%,-3%,-11%,
C#CCn1c(S(=O)(=O)Cc2ccc(C)cc2)nc(-c2ccccc2)c1-c1ccccc1,-2.3%,0.3%,7%,-1%,4.3%,4%,-0.6%,19%,-16%,Dengue-2 NS5 capping pilot replicate=3.0
COCCNC(=O)c1c(N)n(-c2ccccc2)c2nc3ccccc3nc12,-0.1%,-0.1%,17%,-1%,2.0%,0%,-0.3%,-12%,-12%,
O=C(CN1CCOCC1)Nc1ccc(Br)cc1,0.0%,-0.1%,-4%,-1%,-21%,3%,-0.8%,-3%,-5%,
